Mito fusion yeast: inhibitors of mitochondrial division or activators of mitochondrial fusion | S. cerevisiae fusion-defective mutant growth rescue, CellTiterGlo 48 h | Potency, µM (top dose mostly 46.1 µM), for inactives: at the highest dose growth rescue (activation), actives largely listed as activators | 320,000 tested, 0.23% active | AID 485298;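 further: potency means the concentration at half of the fitted maximal effect; % of control where 0% means no effect; nearly all actives have a fitted effect of over 45% in size; temperature-sensitive fusion mutants such as fzo1-1 at 37 °C on non-fermentable ethanol glycerol medium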
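Yeast fusion mutant, YPEG (non-fermentable carbon), compound, 48 h at 37C non-permissive; CellTiterGlo added, 10 min RT, luminescence read. Rescued growth = division inhibition.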
PKM2 act: activators of human pyruvate kinase M2; 260,000 tested, 0.34% active; AID 1631; Potency, µM (doses to about 57.5 µM), for inactives: at the top dose activation, most hits filed as activators; purified PKM2, Kinase-Glo ATP luminescence, activation; response scale: 0% is enzyme alone, no compound; P14618; further: potency means the concentration at half of the fitted maximal effect; on the % scale 0 is the no-effect control and ±100 the full control effect; nearly all actives have a fitted effect of over 55% in size
Target sequence (P14618 whole entry, looked up): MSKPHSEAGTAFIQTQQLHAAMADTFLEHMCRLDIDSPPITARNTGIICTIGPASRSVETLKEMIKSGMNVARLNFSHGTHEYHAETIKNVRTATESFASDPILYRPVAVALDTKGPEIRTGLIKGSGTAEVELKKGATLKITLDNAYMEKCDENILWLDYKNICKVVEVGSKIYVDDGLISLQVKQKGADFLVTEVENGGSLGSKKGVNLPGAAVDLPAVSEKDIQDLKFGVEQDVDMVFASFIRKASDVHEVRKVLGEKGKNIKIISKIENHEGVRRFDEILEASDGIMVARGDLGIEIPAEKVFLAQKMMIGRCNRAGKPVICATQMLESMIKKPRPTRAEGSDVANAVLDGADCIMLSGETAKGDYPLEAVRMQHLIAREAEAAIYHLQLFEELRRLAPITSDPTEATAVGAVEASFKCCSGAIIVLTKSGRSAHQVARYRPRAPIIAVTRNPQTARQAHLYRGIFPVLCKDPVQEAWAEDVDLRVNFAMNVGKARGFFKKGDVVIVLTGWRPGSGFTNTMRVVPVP
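hPK-M2, >95% pure; 0.1 mM ADP / 0.5 mM PEP final; imidazole pH7.2 buffer w/ 7 mM MgCl2, 50 mM KCl; 1 h RT; Kinase-Glo lum. Intermediate enzyme activity for dual inhibitor/activator qHTS.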
Eya2 phos inh: Eya2 (human) phosphatase inhibition | recombinant Eya2, OMFP fluorescence dephosphorylation (OMFP is methylfluorescein phosphate) | AID 488837 | O00167 | Potency, µM (top dose mostly 76.9 µM), for inactives: at the top dose activity, negative = inhibition, actives largely listed as inhibitors | 330,000 tested, 0.006% active; further: potency means the concentration at half of the fitted maximal effect; on the % scale 0 is the no-effect control and ±100 the full control effect
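Eya2 protein (added as 0.2 uM solution) was preincubated with compound for 10 min at ambient temperature in 50 mM HEPES pH 7.5, 50 mM NaCl, 5 uM MgCl2, 0.05% BSA, 1 mM DTT. OMFP (added at 50 uM) then reacted 10 min; fluorescence read at 485/525 nm.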
ASM inhibitor: human S-ASM enzyme inhibition; 340,000 tested, 0.006% active; P17405; Potency, µM (doses to about 57.5 µM), for inactives: at the highest dose activity change, negative = inhibition, hits mostly inhibitors; placental ASM, HMU-PC fluorogenic substrate, 60 min; further: potency means the concentration at half of the fitted maximal effect
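Human placenta-derived ASM preincubated with compound 10 min at room temperature, then reacted with 9 uM (final) fluorogenic HMU-PC substrate for 60 min at 37 C. Stop solution raises pH to 10; fluorescence read at Ex 386/Em 447 nm.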
TSHR antagonist: human thyrotropin receptor antagonism; P16473; TSHR-expressing cells, TSH-stimulated cAMP HTRF, 2 h; hits give low values; activity change, negative = inhibition, % at 11.5 µM; 330,000 tested, 0.2% active;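 active means activity change below a set negative limit, meaning inhibition stronger than a set level, cut at about -70% in these data; inconclusive means activity change between two set negative limits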; further: on the % scale 0 is the no-effect control and ±100 the full control effect
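Freshly harvested TSHR cells receive pin-tooled compound, then EC80 TSH at 4nM final. After 2 hours at 37 deg C, antibody in lysis buffer and cAMP-d2 are added; 30 minutes at ambient temperature precede the HTRF read.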
GALK inhibitor: blocks human galactokinase activity; AID 1868; 270,000 tested, 0.007% active; Purified GALK, Kinase-Glo residual ATP luminescence; P51570; Potency, µM (titrated, usually from 57.5 µM), for inactives: top-dose activity change, negative = inhibition, usual class: inhibitors; further: potency means the concentration at half of the fitted maximal effect; on the % scale 0 is the no-effect control and ±100 the full control effect
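Luminescence from leftover ATP (Ultra-Glo luciferase/luciferin) served as read-out after a 1 h room-temperature reaction of 5 nM GALK with 35 uM ATP and 100 uM galactose.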
KCNH2 WT inh: KCNH2 (human, wildtype) channel inhibition; activity change, % at 1.84 µM; U2OS, BacMam KCNH2, thallium flux FluxOr; hits give low values; 340,000 tested, 0.37% active;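 active means maximum activity change below -70%; inconclusive means maximum activity change between -70% and -50%; inactive means maximum activity change above -50%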; further: on the % scale 0 is the no-effect control and ±100 the full control effect
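U2OS cells transduced with wild-type KCNH2 virus are loaded with FluxOr dye for 45 min, and thallium flux is measured in kinetic reads before and after stimulation buffer. Rate constants are normalized to DMSO controls.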
USP2a inh: blocks human ubiquitin-specific protease USP2a; O75604; USP2 core, Ub-CHOP2 coupled fluorogenic reporter, 485/531; Potency, µM (titrated, usually from 38.3 µM), inactives show at the top dose activity change, negative = inhibition, actives largely listed as inhibitors; 330,000 tested, 0.01% active; AID 463254;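 further: potency means the concentration at half of the fitted maximal effect; plate controls were DMSO wells for no effect and full inhibition by NEM control for full effect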
Target sequence (O75604 whole entry, looked up): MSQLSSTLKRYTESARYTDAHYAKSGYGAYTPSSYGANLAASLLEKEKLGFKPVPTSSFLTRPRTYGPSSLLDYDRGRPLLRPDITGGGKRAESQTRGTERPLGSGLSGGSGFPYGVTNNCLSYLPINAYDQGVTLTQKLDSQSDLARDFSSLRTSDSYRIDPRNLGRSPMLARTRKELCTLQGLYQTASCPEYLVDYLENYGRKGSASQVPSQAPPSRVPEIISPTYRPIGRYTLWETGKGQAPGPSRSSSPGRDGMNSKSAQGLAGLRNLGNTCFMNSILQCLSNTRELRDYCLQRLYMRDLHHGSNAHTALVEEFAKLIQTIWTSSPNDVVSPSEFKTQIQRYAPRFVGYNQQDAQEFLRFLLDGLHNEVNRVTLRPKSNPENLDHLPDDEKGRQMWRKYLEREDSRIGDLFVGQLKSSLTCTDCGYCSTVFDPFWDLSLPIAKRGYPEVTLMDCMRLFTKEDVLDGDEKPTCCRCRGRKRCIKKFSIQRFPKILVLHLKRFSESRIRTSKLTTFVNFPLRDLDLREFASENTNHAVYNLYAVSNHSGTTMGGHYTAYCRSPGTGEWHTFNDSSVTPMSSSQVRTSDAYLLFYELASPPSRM
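Deubiquitinase activity read as fluorescence (485/531 nm) after Ub-CHOP2 cleavage activates the enterokinase reporter on its substrate; USP2 core 10nM, Ub-CHOP2 and substrate 25nM each, 30min compound preincubation then 60min RT; data normalized to NEM, curves fitted.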
MBNL1 CUG block: blocks human MBNL1 binding to CUG repeat RNA | Q9NR56 | TR-FRET MBNL1-His/biotin-(CUG)12 binding, 665/545 ratio | Potency, µM (titrated, usually from 57.5 µM), inactives show top-dose activity change, negative = inhibition, most hits filed as inhibitors | 280,000 tested, 0.036% active | AID 2675; active means well fitted inhibition curve with a large enough effect in the signal ratio, with a control signal flat, not every such curve was filed as active; inconclusive means small, poorly fitted or top-dose-only effect, or effect the other way, or a change in a side signal; inactive means no such curve, though single readings can be large or run the other way; the % refers to the signal ratio; further: potency means the concentration at half of the fitted maximal effect; on the % scale 0 is the no-effect control and ±100 the full control effect
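TR-FRET readout: Ex 340 nm, 665/545 nm emission ratio, normalized to buffer-only (basal) and MBNL1-(CUG)12 controls. Complex of MBNL1-His with Biotin-(CUG)12, compounds 92 nM–58 uM, incubated 60 min at room temperature.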
BCR signal inh: blocks chronic active B-cell receptor signaling. ABC-DLBCL IkBa-CBG/CBR reporter, luminescence ratio, 4 h. Potency, µM (series often up to 46.1 µM), for the others: top-dose ratio change, negative = lower green/red ratio, hits mostly inhibitors. 340,000 tested, 0.05% active. AID 493014; active means well fitted inhibition curve with a large enough effect in the signal ratio, with a control signal flat, not every such curve was filed as active; inconclusive means small, poorly fitted or top-dose-only effect, or effect the other way, or a change in a side signal; the % refers to the signal ratio;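 further: potency means the concentration at half of the fitted maximal effect; plate controls were basal doxycycline-induced cells for no effect and cells given 10 µM MG132 for full effect; MG132 reads +100%, hits lower the ratio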
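Compounds up to 46 uM were incubated four hours with TMD8 cells whose green CBG68 luciferase is fused to IkappaBalpha; red CBR luminescence normalised the signal, and concentration-effect curves were fitted to fusion, red and ratio data.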
Menin-MLL TR inh: inhibitors of human menin-MLL interaction, mutant MLL peptide; O00255; Menin + Texas Red MLL mutant peptide, fluorescence polarization; Potency, µM (series often up to 61.6 µM), inactives show top-dose FP activity change, negative = inhibition, hits mostly inhibitors; 270,000 tested, 0.23% active; AID 1768; active means well fitted inhibition curve with a large enough effect in the polarisation, with a control signal flat, not every such curve was filed as active; inconclusive means small, poorly fitted or top-dose-only effect, or effect the other way, or a change in a side signal; inactive means no such curve, though single readings can be large or run the other way; the % refers to the polarisation; further: potency means the concentration at half of the fitted maximal effect; % of control where 0% means no effect; many of its hits are not listed in these tables
* hit, by the source's call; u = inconclusive; x = not tested or not shown; [ ] = remark or other dose. Unless noted, the call rests on the fitted dose curve; in most records, active means well fitted curve in the direction sought with a large enough effect; inconclusive means small, poorly fitted or top-dose-only effect, or another doubt; inactive means no such curve, though single readings can be large; an effect the other way counts as inactive or inconclusive. A portion of the library; count on the stated rates, not on these rows.

Results follow in this order: Mito fusion yeast, PKM2 act, Eya2 phos inh, ASM inhibitor, TSHR antagonist, GALK inhibitor, KCNH2 WT inh, USP2a inh, MBNL1 CUG block, BCR signal inh, Menin-MLL TR inh
1. CC(=O)Nc1ccc(NC(=O)CSc2nnc(NC(=O)c3ccco3)s2)cc1
    0.0%, -10.2%, 10.1%, -1.9%, -7.3, 4.0%, 4.7, 0.4%, -1.2%, 4.0%, x
2. O=C(NC1CCCCC1)c1cc(C2CC2)on1
    0.5%, -3.2%, 2.5%, -0.3%, -4.3, 4.4%, x, -3.0%, -0.5%, x, x
3. Cc1cc(C)cc(OCCCn2ccnc2)c1
    -9.9%, -3.2%, -10.6%, 8.8%, 0.3, 3.1%, 4.6, 2.8%, 4.2%, 0.4%, -5.0%
4. Cc1sc2nc3ccc(N4CCCC4)nn3c(=O)c2c1C
    3.3%, -24.0%, -2.5%, 211.3%[activator], 1.4, 0.1%, 24.2, 2.8%, u, 8.9%, 4.8%
5. CCC(C)(C)NC(=O)Cc1ccc(C)cc1
    x, -15.3%, -0.7%, -0.7%, 17.5, 0.6%, -16.5, 11.7%, -23.6%, 7.1%, 1.3%
6. COc1ccc(P(=O)(COc2ccc([N+](=O)[O-])cc2)c2ccc(OC)cc2)cc1
    -0.4%, -4.2%, -7.9%, -2.0%, 2.8, 2.2%, -9.9, -0.3%, u, u, -9.9%
7. COC(=O)c1c(NC(=O)CN2CCC(C)CC2)c2c(C)cccc2n1C
    -1.2%, -0.5%, 7.9%[15.4 µM], x, 25.1, 0.8%, x, 1.2%, -0.9%, 1.9%, -8.5%
8. O=C1c2ccsc2SCCN1Cc1ccccc1
    -5.6%, 0.7%, -1.4%, 1.2%, -9.9, -2.9%, -15.4, 0.3%, 9.5%, 0.4%, -20.6%
9. Cc1ccc(NC(=S)NC(NC(=O)C(C)(C)C)C(Cl)(Cl)Cl)c(C)c1 (stereo not drawn)
    1.5%, 0.4%, -3.5%, -2.4%, 2.3, 0.4%, -14.5, 2.0%, 5.5%, -11.5%, 16.3%
10. O=C(OCC(=O)N1CCN(C(=O)c2ccco2)CC1)c1ccc(Cl)cc1
    -1.1%, x, 17.9%, -0.7%, -7.5, x, 2.4, 1.5%, x, -1.3%, x
11. O=C(NC1=NCCS1)c1ccc(F)c(S(=O)(=O)N2CCOCC2)c1
    x, x, 2.5%, -2.8%, 5.7, x, -27.6, 0.6%, x, 0.0%, x
12. Nc1cccc(S(=O)(=O)NC2=NCCC2)c1
    -0.2%, 4.2%, -14.8%, 1.5%, 5.8, 2.1%, -0.1, 4.0%, -1.5%, -4.1%, 5.9%
13. O=C(c1ccc(=O)[nH]c1)N1CCCc2ccccc21
    -5.5%, x, 12.5%, -0.3%, 2.1, -1.5%, 6.4, 5.5%, 6.5%, -8.4%, 10.9%
14. CCO[C@H]1OC(C(=O)O)=C[C@@H](C2CC2)[C@@H]1CCCO
    -1.8%, -2.8%, -9.8%, x, -0.8, 0.4%, x, 3.4%, -7.7%, -27.8%, 0.6%
15. Cc1cc(C)c2nc(N3CCCC(C(=O)NC4CCCC4)C3)sc2c1 (stereo not drawn)
    4.7%, x, 5.1%, -5.9%, 15.2, -4.5%, -5.7, 1.4%, 4.4%, 1.2%, 1.8%
16. O=C(O)c1ccc(COc2ccccc2C=C2C(=O)c3ccccc3C2=O)cc1
    -2.5%, -0.7%, 3.8%, 2.6%, -10.8, -4.8%, 14.1, 1.1%, x, 3.6%, 26.6%
17. CCC1CCCCN1C(=O)COC(=O)c1cc(Br)ccc1Cl (stereo not drawn)
    8.0%, -15.8%, 14.9%, -3.2%, -7.2, 6.7%, -4.7, -0.3%, 0.3%, u, u
18. COC(CN(C)C(=O)c1ccc2c(c1)NC(=O)c1ccccc1S2)OC
    -0.2%, x, -2.3%, 0.6%, 5.2, -3.6%, -1.5, 0.9%, -0.2%, u, -10.3%
19. CC1=CCC2C(=O)N(C(C)c3ccccc3)C(=O)C2C1 (stereo not drawn)
    2.9%, -1.5%, 6.2%, 3.5%, -8.0, 0.3%, -22.7, 2.2%, 2.5%, 16.4%, -2.4%
20. CCOc1ccc(NC(=O)c2ccccc2NS(C)(=O)=O)cc1
    -3.4%, -4.8%, 3.9%, 4.4%, 5.5, 2.4%, -8.5, 0.2%, -11.9%, 0.8%, 10.4%
21. Cn1nnnc1SCCNCc1ccccc1OCc1ccccc1
    -0.3%, 2.3%, 9.8%, 5.4%, 19.7, x, 6.8, 1.7%, -6.1%[11.5 µM], -7.6%, -14.5%
22. O=C(CN1C2CCCC1CC(NC(=O)c1ccccc1)C2)Nc1ccccc1C(F)(F)F (stereo not drawn)
    27.0%, x, -4.6%, -4.4%, -6.1, -2.3%, 9.5, 2.5%, 3.0%, u, 11.8%
23. CN1/C(=C\C(=O)COC(=O)CN2C(=O)C3CC=CCC3C2=O)C(C)(C)c2ccccc21 (stereo not drawn)
    6.1%, 23.7%, -6.8%, 108.1%[activator], -17.7, 2.7%, -0.4, -2.6%, -1.6%, 0.2%, -2.3%
24. O=C(Cc1cccs1)N/N=C/C=C/c1ccccc1[N+](=O)[O-]
    0.0%, -7.1%, 13.6%, -2.4%, -7.0, 2.0%, -0.4, 0.8%, 21.9%, 12.3%, x
25. CCc1ccc(NC(=O)CNS(=O)(=O)c2c(C)noc2C)cc1
    2.8%, -2.9%, 5.9%, -0.3%, 22.5, -3.3%, 0.1, 1.5%, -1.2%, 2.5%, -1.3%
26. C[C@H]1COC(=O)[C@@H](NC(=O)OCC2c3ccccc3-c3ccccc32)C/C=C\C[C@H](CC(=O)NCCO)C(=O)N1
    x, x, -5.9%, -3.0%, 2.7, x, 3.0, 1.6%, x, 1.6%, x
27. O=C(CCCSc1nc2ccccc2[nH]1)N1CCN(c2ccc([N+](=O)[O-])cc2)CC1
    2.1%, -0.6%, -14.2%, -9.7%, -29.0, 0.6%, -105.2*, 0.6%, 6.2%, 4.0%, x
28. CCN(CC(=O)NC1CCS(=O)(=O)C1)c1ccc(S(C)(=O)=O)cc1[N+](=O)[O-] (stereo not drawn)
    -1.8%, 1.2%, -15.2%, 0.7%, 13.5, -1.4%, -3.8, -3.0%, 27.5%, -9.4%, 15.1%
29. CCOC(=O)N1CCN(c2c(NCc3ccccc3Cl)c(=O)c2=O)CC1
    1.0%, -0.7%, -1.3%, 8.8%, -1.5, -0.6%, 6.3, 3.0%, 7.4%, -14.3%, x
30. Cc1ccc(NC(=O)CNC(=O)c2ccco2)cc1
    5.5%, x, -8.7%, -2.5%, 6.7, 0.3%, -1.5, -3.7%, 7.8%, 7.5%, -3.0%
31. O=C(COc1ccc([N+](=O)[O-])cc1)Nc1cccc2nsnc12
    5.9%, -0.9%, -12.2%, 62.1%[activator], 29.7, 3.4%, -15.9, 0.0%, 23.3%, 1.4%, 9.7%
32. CC(C)CCNC(=O)C1CC(c2cccc([N+](=O)[O-])c2)=NO1 (stereo not drawn)
    1.9%, 2.3%, 8.1%, 0.8%, -9.3, -2.2%, -23.8, 0.1%, u, 6.8%, 12.4%
33. COc1ccc(C2CC(c3ccc(OC)cc3O)=NN2C(=O)c2ccccc2)cc1 (stereo not drawn)
    8.0%, x, 8.0%, -18.1%, 7.0, -2.9%, -7.1, 5.5%, -0.9%, 1.6%, -19.4%
34. CCOC(=O)c1nn(-c2ccc(F)cc2)c2nc(Nc3ccccc3)cc(=O)n12
    7.0%, 4.0%, 2.9%, -2.3%, 1.1, 2.5%, 8.4, -1.2%, 11.6%, u, 1.9%
35. CCOC(=O)C1=C(N)Oc2cc(O)ccc2C1c1ccccc1 (stereo not drawn)
    2.5%, -3.5%, -10.4%, -8.4%, -11.9, 3.6%, 18.8, -0.4%, 7.3%, -10.1%, 32.1%[activator]
